Bioassay records (PubChem)
RGS4 inhibitor: human RGS4 inhibition; Transcreener GDP fluorescence polarization, RGS4-accelerated GTP hydrolysis; Potency, µM (top dose mostly 114 µM), for the others: at the highest dose activity change, negative = inhibition, actives largely listed as inhibitors; 390,000 tested, 0.039% active; AID 504845; also: potency is read from the fitted curve at half-maximal effect; % is scaled to controls: 0 for no effect and ±100 for the full control effect; nearly all actives have a fitted effect of over 75% in size; some results filed as inactive show a strong effect at the top dose
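MLSMR compounds (23 nl, pin-transferred) preincubated 10 min at room temperature with a 500nM (2x) first reagent, then RGS4 at 900nM (2x) plus Transcreener GDP mix added; fluorescence polarization (620/688 nm) read before and after 90 min at 30 °C.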
PI4K2A inh: inhibitors of human PI4K2A; purified PI4K2A, ADP-Glo luminescence, 1 h; hits give low values; activity change, negative = inhibition, % at 76.9 µM; 420,000 tested, 0.13% active; AID 1346378; in the data active = activity change below about -50%; inconclusive = mostly about -30% to -49%;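 also: -100% = wells without enzyme as full effect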
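PI4K2A activity was measured by ADP-Glo luminescence: enzyme (4 ug/mL stock) and phosphatidylinositol (1.2 mM stock) in Tris pH 7.5/MgCl2/EGTA/Triton X-100 buffer were reacted with ATP (300 microM stock) for one hour at ambient temperature.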
JMJD2A Tudor: blocks the human JMJD2A Tudor domain | O75164 | AlphaScreen JMJD2A-Tudor / H3K4me3 peptide binding | Potency, µM (top dose mostly 114 µM), inactives show at the highest dose activity change, negative = inhibition, usual class: inhibitors | 390,000 tested, 4.4% active | AID 504339; also: potency is read from the fitted curve at half-maximal effect; % is scaled to controls: 0 for no effect and ±100 for the full control effect; nearly all actives have a fitted effect of over 50% in size
BAZ2B block: inhibitors of human BAZ2B bromodomain. Q9UIF8. AlphaScreen BAZ2B-H3K14Ac peptide displacement. Potency, µM (highest dose often 114 µM), inactives show top-dose activity change, negative = inhibition, usual class: inhibitors. 360,000 tested, 4.4% active. AID 504333; also: potency is read from the fitted curve at half-maximal effect; % is scaled to controls: 0 for no effect and ±100 for the full control effect; nearly all actives have a fitted effect of over 60% in size
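BAZ2B (50 nM) with biotin-H3(5-23)K14Ac peptide (50 nM) in PBS pH 7.4, 0.01% Tween-20, preformed 30 min, then compound 30 min at room temperature; top concentration 110uM. AlphaScreen streptavidin donor/nickel chelate acceptor beads (10 ug/mL final), 20 min dark, signal read.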
HP1b binding inh: HP1-beta chromodomain-methylated histone interaction inhibition. AID 540317. Potency, µM (series often up to 114 µM), for inactives: at the highest dose activity change, negative = inhibition, usual class: inhibitors. 390,000 tested, 0.56% active. P83916. AlphaScreen HP1-beta / biotin-H3K9me3 peptide binding; also: potency is read from the fitted curve at half-maximal effect; nearly all actives have a fitted effect of over 70% in size; inactives centre near 23
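Compound inhibition of the preformed complex between 50 nM HP1-beta and 50 nM biotinylated H3K9me3 peptide was read by AlphaScreen. Buffer was PBS pH 7.4 with 0.01% Tween-20. Incubations ran 30 min at room temperature, with 10 ug/mL donor/acceptor beads.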
GLS inhibitor: inhibitors of human glutaminase (GLS) | O94925 | GLS enzymatic activity, qHTS titration | Potency, µM (titrated, usually from 45.5 µM), without a hit: at the top dose activity change, negative = inhibition, most hits filed as inhibitors | 410,000 tested, 0.21% active | AID 624170; also: potency is read from the fitted curve at half-maximal effect; % is scaled to controls: 0 for no effect and ±100 for the full control effect
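Coupled fluorescence readout: glutamate oxidase/HRP/Amplex Red detect glutamate formed by hKGA from L-glutamine (1 mM solution added). Buffer 45 mM KH2PO4 pH 8.2, 0.02% Tween-20; reads at t0 and 30 min RT.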
G9a block: blocks human histone lysine methyltransferase G9a. G9a H3K9 monomethylation, AlphaScreen, 2 h. Potency, µM (doses to about 102 µM), for the others: at the top dose activity, negative = inhibition, usual class: inhibitors. AID 504332. 350,000 tested, 8.8% active. Q96KQ7; also: potency is read from the fitted curve at half-maximal effect; % is scaled to controls: 0 for no effect and ±100 for the full control effect; nearly all actives have a fitted effect of over 75% in size
Target sequence (Q96KQ7 913-1193 limits assumed): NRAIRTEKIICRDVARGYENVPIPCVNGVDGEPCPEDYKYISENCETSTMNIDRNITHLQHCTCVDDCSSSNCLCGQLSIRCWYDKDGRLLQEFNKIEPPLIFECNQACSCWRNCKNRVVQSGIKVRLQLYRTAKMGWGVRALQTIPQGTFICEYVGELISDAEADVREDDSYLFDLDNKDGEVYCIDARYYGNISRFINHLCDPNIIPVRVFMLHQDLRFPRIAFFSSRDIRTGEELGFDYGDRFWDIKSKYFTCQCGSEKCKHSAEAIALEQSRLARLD
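Methyltransferase reactions run at room temperature for 2 h (20 nM enzyme, 500 nM biotin-H3K9 peptide, 20 uM SAM) after a 15 min compound preincubation; product detected by AlphaScreen beads and anti-H3K9me1 antibody.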
12-LOX inh: inhibitors of human 12S-lipoxygenase ALOX12 | purified 12hLO, xylenol orange hydroperoxide absorbance | Potency, µM (highest dose often 108 µM), for the others: top-dose activity change, negative = inhibition, actives largely listed as inhibitors | 580,000 tested, 1.1% active | AID 1671190; also: potency is read from the fitted curve at half-maximal effect; % is scaled to controls: 0 for no effect and ±100 for the full control effect
Target sequence (P18054 whole entry, looked up): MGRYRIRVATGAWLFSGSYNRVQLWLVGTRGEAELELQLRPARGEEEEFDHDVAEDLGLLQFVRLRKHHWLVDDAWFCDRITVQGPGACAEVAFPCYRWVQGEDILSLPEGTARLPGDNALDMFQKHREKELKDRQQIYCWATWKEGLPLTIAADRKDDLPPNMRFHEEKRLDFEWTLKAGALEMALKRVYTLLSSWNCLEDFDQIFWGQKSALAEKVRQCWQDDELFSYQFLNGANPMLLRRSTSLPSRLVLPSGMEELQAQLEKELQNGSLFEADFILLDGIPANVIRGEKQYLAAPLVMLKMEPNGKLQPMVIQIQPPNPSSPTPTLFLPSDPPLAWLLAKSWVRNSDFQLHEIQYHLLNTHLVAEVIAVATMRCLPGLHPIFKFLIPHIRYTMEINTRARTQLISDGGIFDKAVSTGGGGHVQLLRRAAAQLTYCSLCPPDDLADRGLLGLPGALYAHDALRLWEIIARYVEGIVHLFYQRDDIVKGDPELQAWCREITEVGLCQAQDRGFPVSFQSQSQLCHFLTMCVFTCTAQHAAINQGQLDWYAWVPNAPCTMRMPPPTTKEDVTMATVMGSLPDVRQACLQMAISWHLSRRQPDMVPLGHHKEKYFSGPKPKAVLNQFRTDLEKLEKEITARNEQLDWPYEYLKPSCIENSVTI
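Hydroperoxide product was detected by ferrous iron/xylenol orange as the 573 to 405 nm absorbance ratio. Arachidonic acid at 40 uM (final) was turned over for 30 min at room temperature by 150 nM human 12hLO, pH 7.0 Hepes buffer, after 15 min compound preincubation.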
ERG-DNA inh: blocks human ERG Ets domain binding to DNA; AID 624246; Potency, µM (highest dose often 76.9 µM), for the others: at the top dose FP activity, negative = inhibition, most hits filed as inhibitors; fluorescence polarization, His-ERG Ets domain / labelled DNA; P11308; 370,000 tested, 0.028% active; active = well fitted inhibition curve with a large enough effect in the polarisation, with a control signal flat; inconclusive = small, poorly fitted or top-dose-only effect, or effect the other way, or a change in a side signal; inactive = no such curve, though single readings can be large or run the other way; the % refers to the polarisation;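 also: polarization taken with two DNA probes labelled with fluorescein and Texas red; potency is read from the fitted curve at half-maximal effect; % of control where 0% means no effect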
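His-tagged ERG Ets domain (1 uM in the protein solution; 300mM KCl, 50mM Tris-HCl, 1mM EDTA, 1mM DTT, pH 7.5) received compound, then a probe mix of 5 nM fluorescein-DNA and 100nM Texas-615-DNA. Fluorescence polarization was read for both dyes.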
The depositor's hits bear a star; ? = inconclusive; / = not tested or not shown; & = joins results of further samples; [ ] = remark or other dose. Unless noted, calls follow the shape of the dose curve; as a rule, active = well fitted curve in the direction sought with a large enough effect; inconclusive = small, poorly fitted or top-dose-only effect, or another doubt; inactive = no such curve, though single readings can be large; an effect the other way counts as inactive or inconclusive.

| BAZ2B block | JMJD2A Tudor | 12-LOX inh | PI4K2A inh | GLS inhibitor | ERG-DNA inh | HP1b binding inh | G9a block | RGS4 inhibitor | compound |
| --- | --- | --- | --- | --- | --- | --- | --- | --- | --- |
| ? | -32% | ? | 4 | -1% | -3% | 34% | -3%[2.33 µM] | 9% | CCC(C)Sc1ccc([C@@H]2[C@@H]3C(=O)N(C)C(=O)[C@@H]3[C@]3(C(=O)OC)CCCCN23)cc1OC (stereo partly specified) |
| -1% | -6% | -26% | 4 | 5% | 6% | 41%[activator] | 2%[12.7 µM] | 13% | C=CCn1c(SCc2c(C)noc2C)nnc1C1COc2ccccc2O1 (stereo unspecified) |
| ? | -12%[11.4 µM] | 0% | 7 | -2% | 3% | 38% | ? | 28%[11.4 µM] | COC1CCN(Cc2cn(Cc3ccccc3)nc2-c2cc3ccccc3o2)CC1 |
| / | ? | ? | -3 | 24% | -7% | 3% | / | -8% | CCOc1ccc(CCN2C(=S)N([C@@H](CC(C)C)CN3CCCC3CN3C(=S)NC[C@@H]3CC(C)C)C[C@@H]2Cc2ccc(O)cc2)cc1 (stereo partly specified) |
| 69%[activator] | 119%&-4%[activator] | -1%&3% | -1&0 | 2%&2% | 13%&-1% | 151%&34%[activator] | 34%[activator][12.7 µM] | -4%&5% | CCOc1ccc(Cn2c(=O)sc3ccccc32)cc1 |
| 6% | -4% | 3% | -1 | -2% | 2% | 13% | 6%[59 µM] | -10% | CC(=O)c1cc(-c2ccc(F)cc2)n(CC(=O)NCc2ccc(C)cc2)c1C |
| 0% | ? | -13% | 1 | ? | 8% | 31% | 13%[0.501 µM] | 9% | O=C(O)C1Cc2ccccc2CN1C(=O)c1ccco1 (stereo unspecified) |
| -5% | ? | -20% | 2 | -2% | 17% | 18% | -7%[59 µM] | -25% | Cc1ccc(NC(=O)CNc2ccc(Cl)c(Cl)c2)cc1S(=O)(=O)N(C)C |
| -3% | -19% | 148%[activator] | 2 | -13% | 10% | 19% | -7% | -14% | CSc1sc(C(=O)NC(=O)NCc2cccnc2)c(C)c1-c1ccon1 |
| -29%&-3% | 0%&-2% | -17%&2% | 4&9 | -12%&-8% | 3%&-14% | 18%&60% | -21%[59 µM] | 10%&0% | CCCCN(C)C(=O)C(Cc1ccccc1)NS(=O)(=O)c1ccc2c(c1)c(=O)n(C)c(=O)n2C (stereo unspecified) |
| 6% | 13% | 0% | 1 | -9% | 0% | 61%[activator] | -33% | -35% | O=C(CN(Cc1cccs1)C(=O)CNC(=O)c1ccco1)NC1CCCCC1 |
| -7% | -27% | 4% | 0 | 12% | -2% | 24% | -18%[59 µM] | -14% | O=C(O)CNC(=O)C1COc2ccccc2O1 (stereo unspecified) |
| 32µM* | 56µM* | 54%[activator] | -3 | 4% | -25% | 40µM* | ? | -19% | Cc1ccccc1-n1ncc2c([N+](=O)[O-])cc([N+](=O)[O-])cc21 |
| -4% | 1% | -1% | 3 | 2% | 1% | 50%[activator] | ? | -12% | C=C(C)Cn1c(N2CCCC2)nc2c1c(=O)[nH]c(=O)n2C |
| -2% | 11%[11.4 µM] | 20% | 4 | -6% | 2% | -19% | 4%[12.7 µM] | 9%[11.4 µM] | CCOC(=O)c1[nH]c(CSc2nnc(-c3ccncc3)n2CCOC)c(C(=O)OCC)c1C |
| 9% | -22% | ? | -2 | -29% | 4% | -38% | ? | ? | c1ccc(Cc2nn3c(-c4ccncc4)nnc3s2)cc1 |
| / | -5% | 0% | 0 | -3% | -3% | 31% | 0%[59 µM] | -12% | COc1ccc(/C=C\c2onc(C)c2S(=O)(=O)N2CCC(C(=O)Nc3cccc(C)c3C)CC2)cc1 |
| -14% | -5% | -24% | 2 | 5% | 0% | 28% | ? | -5% | Cc1ccc(C(=O)N/C(=C/c2cccnc2)C(=O)N2CCCCCC2)cc1 |
| -16% | -19% | -12% | 6 | -7% | -9% | 16% | -37%[59 µM] | 8% | COc1ccc(CCNC(=O)c2ccc3c(c2)N(Cc2ccccc2F)C(=O)c2ccccc2S3=O)cc1OC (stereo unspecified) |
| -25% | -21% | 11% | -7 | -2% | -2% | 21% | 0% | -18% | CCN(CC)c1nc2c(c(=O)n(C)c(=O)n2C)n1CCCc1ccccc1 |
| -5% | -9% | 33%[activator] | -1 | 15% | -7% | 28% | -22%[2.33 µM] | 21% | Cc1c(NC(=O)Nc2ccc(F)cc2)c(=O)n(-c2ccccc2)n1C |
| 4% | -11% | -4% | 1 | -2% | -14% | 18% | -4%[59 µM] | 17% | CC(C)(C)SCCNC(=O)c1ccccc1 |
| -28% | -34% | 15% | -2 | 8% | -3% | -6% | -4% | 4% | O=C(c1ccc(Cl)c(S(=O)(=O)N2CCCCC2)c1)N1CCN(c2ccccc2)CC1 |
| ? | -33% | ? | -5 | -1% | / | 1% | 10µM* | -6% | Cc1csc(NC(=O)c2ccc(C)c([N+](=O)[O-])c2)n1 |
| 15% | -4% | 6% | 2 | -8% | 18% | 35% | -1% | 7% | O=C1CSC(c2ccccn2)N1c1ccc(F)cc1F (stereo unspecified) |

An excerpt from above in order of length of the SMILES, largest number first:
| BAZ2B block | JMJD2A Tudor | 12-LOX inh | PI4K2A inh | GLS inhibitor | ERG-DNA inh | HP1b binding inh | G9a block | RGS4 inhibitor | compound |
| --- | --- | --- | --- | --- | --- | --- | --- | --- | --- |
| -28% | -34% | 15% | -2 | 8% | -3% | -6% | -4% | 4% | O=C(c1ccc(Cl)c(S(=O)(=O)N2CCCCC2)c1)N1CCN(c2ccccc2)CC1 |
| -3% | -19% | 148%[activator] | 2 | -13% | 10% | 19% | -7% | -14% | CSc1sc(C(=O)NC(=O)NCc2cccnc2)c(C)c1-c1ccon1 |
| -4% | 1% | -1% | 3 | 2% | 1% | 50%[activator] | ? | -12% | C=C(C)Cn1c(N2CCCC2)nc2c1c(=O)[nH]c(=O)n2C |
| 0% | ? | -13% | 1 | ? | 8% | 31% | 13%[0.501 µM] | 9% | O=C(O)C1Cc2ccccc2CN1C(=O)c1ccco1 (stereo unspecified) |

Carrying on:
| BAZ2B block | JMJD2A Tudor | 12-LOX inh | PI4K2A inh | GLS inhibitor | ERG-DNA inh | HP1b binding inh | G9a block | RGS4 inhibitor | compound |
| --- | --- | --- | --- | --- | --- | --- | --- | --- | --- |
| 8% | 0% | -10% | -2 | 0% | 0% | 18% | 45%[activator] | 11% | Cc1ccc(NS(=O)(=O)c2c(C)noc2C)cc1 |
| 5% | -10% | 0% | -4 | 1% | / | 12% | -8%[2.33 µM] | -9% | Cc1ccccc1CNC(=O)CCNS(=O)(=O)c1ccc(OC(F)(F)F)cc1 |
| -1% | -7% | 1% | 3 | -7% | -8% | 38% | -4%[59 µM] | -13% | COc1ccc(CNC(=O)CN2C(=O)CCCc3ccccc32)cc1 |
| / | 4% | -7% | 1 | -1% | 1% | 12% | / | -8% | O=C(Cc1cccc(NC(=O)C2CCCN(C(=O)C3CCCC3)C2)c1)Nc1ccc(C(=O)N2CCOCC2)cc1 (stereo unspecified) |
| 8% | -7% | 0% | -3 | 5% | -1% | 10% | 7% | 11% | CCOC(=O)/C(C#N)=C\c1cc(C)n(-c2ccccc2)c1C |
| -1% | -11%[11.4 µM] | ? | -5 | -12% | 5% | 17% | -10%[59 µM] | -30%[11.4 µM] | Cn1ncc(Cl)c1C(=O)NC(=S)Nc1sc2c(c1C#N)CCCCC2 |
| / | -11% | -5% | 0 | -8% | 1% | 62%[activator] | -18%[59 µM] | -47% | CCCN(CCC)CCCNC(=O)c1cc2c(=O)n(C)c3ccccc3c2s1 |
| / | -20% | -11% | -4 | 34%[activator] | -4% | 36% | 1%[59 µM] | -46% | Cc1cccc(N2CCN(C(=O)c3cn(C)c4ccc(S(=O)(=O)N(C)C)cc4c3=O)CC2C)c1 (stereo unspecified) |
| / | -4% | 0%&-6% | 0 | 3% | -3% | 2% | / | -3% | COCCn1c(SCc2ccc(Cl)cc2)nc2c1c(=O)[nH]c(=O)n2C |
| -11% | -21% | -18% | ? | 5% | -2% | 46%[activator] | ? | ? | O=C(O)c1cccc(S(=O)(=O)Nc2ccc3oc(=O)sc3c2)c1 |
| -9% | -10% | 0% | -15 | 2% | 9% | 25% | -35%[2.33 µM] | -36% | Cc1cccc(C(=O)O/N=C(\N)Cc2ccc([N+](=O)[O-])cc2)c1 |
| -5% | -2% | 3% | 0 | -2% | -8% | 32% | 10% | 20% | CCOc1ccc(CCNC(=O)CCNS(=O)(=O)c2ccc3c(c2)CCN3C(C)=O)cc1OCC |
| 3% | -4% | 16% | -2 | 0% | -9% | -1% | 7% | -1% | COc1ccc(NC(=O)c2ccc(S(=O)(=O)N(C)C)cc2)cc1 |
| 6% | -10% | 1% | -10 | 33%[activator] | 6% | 24% | -2% | -34% | O=C(CCCc1c[nH]c2ccccc12)N1CCOCC1 |
| / | -7% | 90% | -4 | 0% | -3% | 28% | / | -11% | Cc1cccc(NS(=O)(=O)c2ccc(C)c(C(=O)NCC(c3cccs3)N3CCOCC3)c2)c1 (stereo unspecified) |
| -3% | -11% | 144%[activator] | -20 | -5% | 16% | 27% | / | -1% | COc1ccc(/C=N/NC(=O)c2ccc3nc[nH]c3c2)cc1 |

The list is partial, so the mix of outcomes need not match the whole.
